# HTR5A ag = activates human HTR5A in OPRM1-OPRD1 agonist counter-screen; HTR5A agonist assay, luminescence, cell-based; activation, % at 9.3 µM; 340,000 tested, 0.61% active; AID 504692; in the data active = activation mostly above about 9.5%, no sharp cut-off; inactive = mostly below about 7.6%;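 also: 0% = cells with vehicle only and 100% = reference agonist; strong numbers were not always called active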
# Ecoli viability = reduces bacterial viability in AddAB counter-screen | E. coli V3065 growth, OD600 absorbance, 18 h | inhibition, % at 11.9 µM | 330,000 tested, 0.27% active;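 active = inhibition above the campaign's mean inhibition across all tested compounds plus 3 SD, cut at about 9.9% in these data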;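 also: uninfected addAB+ strain grown without phage in ampicillin broth; 0% = DMSO wells and 100% = ciprofloxacin 0.95 µg/ml wells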
# phage Ecoli inh = E. coli growth loss with phage present. growth absorbance. inhibition, % at 11.9 µM. 360,000 tested, 0.26% active; in the data active = inhibition above about 11%
# AddAB inh = less growth of phage-infected E. coli with AddAB; AID 435030; E. coli expressing H. pylori AddAB, absorbance growth; 330,000 tested, 0.29% active; inhibition, % at 11.9 µM; in the data active = inhibition above about 12%;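 also: 0% = vehicle wells of infected cells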
# DAGLB inh = blocks human DAGLB lipase activity | Q8NCG7 | HEK293T DAGLB membrane lysate, EnzChek fluorogenic substrate | inhibition, % at 5.17 µM | 340,000 tested, 0.059% active | AID 504411; in the data active = inhibition above about 34%;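 also: 0% = enzyme with vehicle and 100% = wells lacking enzyme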
# PKA-R2B activ = activates the human PKA-R2B holoenzyme complex; P22694+P31323; PKA-R2B holoenzyme dissociation, Cy5-IP20 fluorescence polarization; R2B truncated from residue 108, S112A mutant; 0% DMSO only, 100% 113 µM cGMP; activation, % at 11.4 µM; 340,000 tested, 0.079% active;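 active = activation above a cutoff set at the mean over all compounds plus 3 SD, cut at about 18% in these data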;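 also: higher means more holoenzyme dissociation and a rise in polarization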
# Target sequence (P31323 whole entry, looked up, other chains not shown, the tested form may be a part): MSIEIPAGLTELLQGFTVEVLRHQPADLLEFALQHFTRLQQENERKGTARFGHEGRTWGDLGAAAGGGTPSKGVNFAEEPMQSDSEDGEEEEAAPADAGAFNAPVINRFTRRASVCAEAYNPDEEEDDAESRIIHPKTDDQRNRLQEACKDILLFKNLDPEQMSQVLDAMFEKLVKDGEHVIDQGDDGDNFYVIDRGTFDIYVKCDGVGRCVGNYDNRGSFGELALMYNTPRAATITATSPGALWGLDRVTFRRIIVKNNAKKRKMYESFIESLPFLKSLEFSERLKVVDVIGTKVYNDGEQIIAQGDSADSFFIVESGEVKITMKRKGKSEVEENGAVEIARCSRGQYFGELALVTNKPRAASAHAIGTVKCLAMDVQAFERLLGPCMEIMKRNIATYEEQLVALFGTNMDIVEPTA
# Mot1-301 SUMO = inhibitors of SUMOylation pathway: yeast Mot1-301 growth rescue; S. cerevisiae Mot1-301 growth rescue, ATP luminescence, 38.5C; percent above DMSO median, 100 means doubled; AID 2716; 320,000 tested, 1% active; growth rescue, % at 18.8 µM;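 active = every valid replicate shows activation above 250% relative to neutral control wells; inactive = the rest, any valid replicate at or below 250%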;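 also: OY570 slx delta 5 strain wells were the positive control but not used for scaling; some compounds called inactive have numbers as strong as hits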
# CDK5 inh = inhibitors of human CDK5/p35 kinase | inhibition, % at 10 µM | Q00535+Q15078 | 330,000 tested, 0.01% active | AID 488839 | Recombinant CDK5/p35, ADP-Glo luminescence, 60 min;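 active = highest replicate inhibition of at least 50% and at least 75% of replicates reaching 50%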;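 also: plate controls were DMSO neutral control for no effect and GW8510 at 10 µM for full effect; many of its hits are not listed in these tables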
# Target sequence (Q00535 whole entry, looked up): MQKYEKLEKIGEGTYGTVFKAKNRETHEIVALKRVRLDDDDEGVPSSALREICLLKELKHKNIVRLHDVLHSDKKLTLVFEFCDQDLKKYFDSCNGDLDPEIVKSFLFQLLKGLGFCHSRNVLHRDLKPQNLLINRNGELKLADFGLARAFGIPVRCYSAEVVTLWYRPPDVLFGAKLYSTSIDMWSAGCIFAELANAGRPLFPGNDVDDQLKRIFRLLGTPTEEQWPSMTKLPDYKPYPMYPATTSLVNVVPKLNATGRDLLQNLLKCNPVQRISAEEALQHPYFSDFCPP
# Target sequence (Q15078 whole entry, looked up): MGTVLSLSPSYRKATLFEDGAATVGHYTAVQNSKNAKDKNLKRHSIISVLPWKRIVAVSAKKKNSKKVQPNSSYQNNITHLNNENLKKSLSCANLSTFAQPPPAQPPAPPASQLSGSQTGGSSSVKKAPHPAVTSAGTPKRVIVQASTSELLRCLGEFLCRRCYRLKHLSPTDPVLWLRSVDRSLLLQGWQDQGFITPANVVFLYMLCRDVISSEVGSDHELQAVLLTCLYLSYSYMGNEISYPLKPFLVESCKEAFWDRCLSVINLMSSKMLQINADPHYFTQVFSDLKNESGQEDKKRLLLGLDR
# Tat transport = blocks Tat-dependent protein export in E. coli; E. coli MC4100 TorA-mCherry Tat export, fluorescence; AID 488895; 340,000 tested, 0.036% active; inhibition, % at 10 µM;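 active = mean replicate inhibition at least 50% and at least half of replicates individually reaching 50%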;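 also: exported cargo escapes ClpAP degradation while cytoplasmic cargo is degraded and loses fluorescence; 0% = median of neutral control wells and 100% = median of NaSCN control wells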
# HTR5A inv ag = inverse agonist of human HTR5A in OPRM1-OPRD1 counter-screen. inhibition, % at 9.3 µM. P47898. HTR5A cell line, luminescence, inverse agonism. 340,000 tested, 0.083% active; in the data active = inhibition mostly above about 23%, no sharp cut-off; inactive = mostly below about 18%;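 also: 0% = cells with DMSO and 100% = no-cell wells with DMSO; some compounds called inactive have numbers as strong as hits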
# PKA-R1A act = activators of PKA-R1A complex | P00514+P68181 | PKA-R1A dissociation, Cy5-IP20 fluorescence polarization; scaled: DMSO 0%, 113 µM cGMP 100% | activation, % at 11.4 µM | 340,000 tested, 0.083% active | AID 504707;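 active = percent activation above the mean of all tested compounds plus 3 SD, cut at about 19% in these data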;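 also: higher means more PKAc released from R1A so a rise in polarization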
# * = called active by the depositor; x = not tested or not shown.
SMILES,HTR5A ag,Ecoli viability,phage Ecoli inh,AddAB inh,DAGLB inh,PKA-R2B activ,Mot1-301 SUMO,CDK5 inh,Tat transport,HTR5A inv ag,PKA-R1A act
COc1ccc(N(CC(=O)NCCSCc2ccco2)S(=O)(=O)c2ccccc2)cc1Cl,-3.6,-0.8,0.9,-0.4,-5.2,-8.6,10.7,1.0,4.9,-3.0,-4.4
Fc1cccc(F)c1/C=N/Nc1ccccn1,-2.4,1.7,3.0,-0.7,-0.3,-5.8,43.7,0.1,-6.3,7.0,-7.8
CCOC(=O)NC(=O)/C(C#N)=N\Nc1ccc(Cl)cc1,8.3,0.2,-0.6,2.0,6.1,-7.8,2.3,-0.1,15.4,8.9,-0.8
O=C(Cc1ccc(Cl)cc1)NNC(=O)c1ccco1,-1.3,1.1,-1.6,2.1,-1.9,3.7,188.6,-0.1,-3.4,6.2,-8.6
CSc1nc2ncc(C#N)cn2n1,1.6,3.9,2.9,5.4,-1.5,1.3,-16.9,-0.4,2.2,-4.4,-12.2
NC(=S)Nc1cccc(F)c1,-3.4,1.2,0.6,1.8,-1.0,7.0,-10.2,0.9,1.8,8.9,13.7
C#CC1CN(Cc2ccccc2)CC(C#C)N1C (stereo unspecified),-5.3,-1.5,1.6,-1.1,0.2,-8.1,-22.4,0.0,15.1,13.9,-1.4
CC(C(=O)N1CCN(Cc2ccc3c(c2)OCO3)CC1)c1ccc([N+](=O)[O-])cc1 (stereo unspecified),1.8,1.6,3.0,-0.7,0.7,-7.1,-9.8,-2.6,9.6,-8.7,1.3
CC(NC(=O)CCc1nnc(C2(c3ccc(Cl)cc3)CCC2)o1)C1CC1 (stereo unspecified),-0.6,-3.4,4.2,-0.2,0.2,4.5,5.4,1.1,-1.9,1.5,-8.9
COc1ccc(NC(=O)CN(C)CC(=O)Nc2sc3c(c2C#N)CCC3)cc1,1.7,0.2,-0.8,0.9,-0.5,5.8,x,-0.7,-0.9,-4.2,-10.9
Clc1ccc(-c2cn3ccccc3n2)cc1,0.2,0.7,4.0,1.8,-0.3,0.1,-4.2,1.3,-5.7,-16.5,1.3
Cc1occc1-c1nnc(SCC(=O)N2CCOCC2)o1,-0.2,-0.1,3.4,-1.3,2.6,9.5,13.4,0.2,2.9,-1.8,-2.4
CCOc1ccc(CCNC(=O)c2nn(C)c3c2CS(=O)(=O)c2ccccc2-3)cc1OCC,3.8,-0.3,0.0,0.8,0.9,-0.4,-8.0,0.4,-3.9,-7.2,-2.5
CC1CCCN(C(=O)c2nn(C)c3c2CS(=O)(=O)c2ccccc2-3)C1 (stereo unspecified),4.5,1.9,-0.2,1.4,-0.8,-13.9,-0.3,-2.1,6.3,-3.0,-0.9
CCOC(=O)N1CCN(C(=S)NC(=O)C23CC4CC(CC(C4)C2)C3)CC1,x,-0.4,1.1,1.4,x,x,5.4,-0.1,-3.5,x,x
Cc1cccc(CCNC(=O)CNS(=O)(=O)c2ccc3nc(C)sc3c2)c1,0.0,-1.9,1.2,4.7,1.6,-2.5,4.0,2.5,1.1,0.0,-2.5
COc1cccc(CNC(=O)c2cccc(NC(=O)C3=C(C)OCCS3)c2)c1,-3.2,0.6,2.4,1.0,-1.5,-5.8,-21.4,-0.7,0.4,-28.1,-6.4
CCOc1ccc(OCC(=O)Nc2ccccc2C(F)(F)F)cc1,5.0,0.0,4.1,-1.2,-20.6,3.1,-9.1,-0.6,2.3,-13.9,-9.0
O=C(CNC(=O)c1ccco1)Nc1ccc(N2CCCCCC2)cc1,-7.0,2.1,3.8,1.8,3.2,-7.1,-7.1,-1.8,4.9,13.9,-4.4
COc1ccc(/C=N/NC(=O)C(Cc2c[nH]c3ccccc23)NC(=O)OCC(C)C)cc1[N+](=O)[O-] (stereo unspecified),1.2,-1.5,2.7,3.1,1.0,-6.4,2.8,-3.8,32.1,-6.4,-1.1

# Grouped by structure: the entries above containing an aryl methoxy group (4)
SMILES,HTR5A ag,Ecoli viability,phage Ecoli inh,AddAB inh,DAGLB inh,PKA-R2B activ,Mot1-301 SUMO,CDK5 inh,Tat transport,HTR5A inv ag,PKA-R1A act
COc1ccc(N(CC(=O)NCCSCc2ccco2)S(=O)(=O)c2ccccc2)cc1Cl,-3.6,-0.8,0.9,-0.4,-5.2,-8.6,10.7,1.0,4.9,-3.0,-4.4
COc1ccc(NC(=O)CN(C)CC(=O)Nc2sc3c(c2C#N)CCC3)cc1,1.7,0.2,-0.8,0.9,-0.5,5.8,x,-0.7,-0.9,-4.2,-10.9
COc1cccc(CNC(=O)c2cccc(NC(=O)C3=C(C)OCCS3)c2)c1,-3.2,0.6,2.4,1.0,-1.5,-5.8,-21.4,-0.7,0.4,-28.1,-6.4
COc1ccc(/C=N/NC(=O)C(Cc2c[nH]c3ccccc23)NC(=O)OCC(C)C)cc1[N+](=O)[O-] (stereo unspecified),1.2,-1.5,2.7,3.1,1.0,-6.4,2.8,-3.8,32.1,-6.4,-1.1

# (listing goes on)
SMILES,HTR5A ag,Ecoli viability,phage Ecoli inh,AddAB inh,DAGLB inh,PKA-R2B activ,Mot1-301 SUMO,CDK5 inh,Tat transport,HTR5A inv ag,PKA-R1A act
CCOC(=O)C1=C(C)N=C(SC)N(C)C1c1ccccc1 (stereo unspecified),3.8,-2.2,4.1,0.9,2.4,-4.2,0.3,-0.6,-0.6,3.5,-2.4
NC(=O)CC1C(=O)N(c2ccccc2)C(=S)N1NC(=O)c1ccc(Br)cc1 (stereo unspecified),1.7,-1.2,0.5,0.0,0.0,8.7,-3.8,1.2,-0.2,-6.3,-2.5
O=c1c(-c2ccc(O)cc2)coc2cc(O)cc(O)c12,2.6,2.2,3.2,3.7,-5.2,1.3,-19.1,-0.2,7.0,-14.2,1.5
Nc1nc(NCCO)nc(NCc2ccccc2)c1[N+](=O)[O-],1.4,-0.2,x,2.5,1.5,-3.1,-5.6,4.5,-4.2,-5.4,4.7
CNC(=O)c1[nH]cnc1C(=O)Nc1ccc(OC)cc1,3.3,2.1,0.3,-1.6,0.2,7.4,-22.8,-2.8,7.5,4.0,-11.6
CCCC[C@@H](CNC)NC[C@H](Cc1ccc(O)cc1)NCCc1ccc(OCC)cc1,6.3,-4.7,0.2,-0.3,-3.0,-8.2,-4.5,-1.3,-2.5,-17.1,2.5
COc1cccc(C2CC(c3ccc(C(C)C)cc3)n3nc(N)nc3N2)c1 (stereo unspecified),1.0,1.9,2.9,4.8,-0.2,-6.8,49.2,0.4,-0.2,-2.8,-4.3
COc1ccc(NC(=O)c2cccc3ccccc23)cc1,6.5,-1.8,-1.8,2.7,-1.6,7.5,3.3,-0.7,24.5,-24.5,0.0
Cc1cc(NC(=O)CSc2cn(CCNC(=O)c3ccc(Cl)cc3)c3ccccc23)no1,-2.2,0.2,1.9,-1.8,1.5,-11.2,6.9,0.4,1.2,4.6,-11.9
COc1ccccc1C(=O)Nc1ccc(S(=O)(=O)N2CCCCC2c2cccnc2)cc1 (stereo unspecified),-0.9,0.7,0.8,1.4,-1.7,1.6,165.0,0.6,-0.4,2.8,-0.9
c1ccc2cc(OCCCn3ccnc3)ccc2c1,6.7,-1.2,1.0,2.1,-4.7,-13.6,258.1,1.5,-4.4,12.1,0.6
CCOc1ccc(C2CC(=O)c3c([nH]c(C(=O)OC)c3C)C2)cc1OC (stereo unspecified),-1.9,-0.3,2.8,2.9,-2.0,-4.9,2.2,0.3,-1.7,6.0,-1.3
O=c1oc2c(-c3ccc([N+](=O)[O-])cc3)cc(O)cc2s1,0.8,0.7,1.1,2.1,5.7,-13.6,77.5,-11.4,34.2,-2.4,3.2
Cc1cc(SCC(=O)NC(=O)NCc2ccco2)nc2ccccc12,-1.9,0.8,2.9,1.3,-1.8,3.4,5.6,-1.8,-1.4,-13.9,3.6
Oc1c(CN2CCCCC2)cc(Br)c2cccnc12,2.0,1.5,8.9,4.1,6.3,-0.2,152.4,-4.5,2.2,10.4,-1.7
COc1ccc(C2/C(=C(\O)c3ccc4c(c3)OCCO4)C(=O)C(=O)N2Cc2cccnc2)cc1 (stereo unspecified),-4.5,0.0,0.9,2.5,2.7,8.5,-0.7,-1.9,-6.5,16.6,-9.8
c1ccc2c(c1)[nH]c1c(N3CCN(C4CCCCC4)CC3)ncnc12,1.3,-0.6,3.2,2.0,1.3,-8.4,739.1*,-0.9,-5.1,2.9,-13.7
Cc1cc(C(F)F)n2ncc(C(=O)NC3CCCCCC3)c2n1,5.0,-0.2,3.0,0.3,-1.8,-6.8,x,-0.4,-1.5,-4.0,-6.0
COC(=O)CN1C(=O)[C@H]2[C@@H](/C=C/c3ccccc3)N3C(=O)CN(Cc4ccccc4)C(=O)[C@@]3(C)[C@H]2C1=O,-6.0,-3.1,1.0,1.5,-0.4,-8.5,-6.9,-0.2,0.4,15.3,-13.5
Cc1nn(-c2ccccc2)c(C)c1C(=O)NCCc1ccc(Cl)cc1,4.4,-0.1,3.8,1.1,-0.1,-6.7,136.8,1.0,-3.4,-14.9,-12.5
CCN(CC)CC(=O)Nc1ccc2c(c1)N(C(=O)CN(CC)CC)c1ccccc1CC2,-9.8,-1.5,0.4,1.3,2.9,-2.5,-18.8,-1.3,-1.5,22.7,3.9
C[N+]1(CC2COC3(CCCCC3)O2)CCCCC1 (stereo unspecified),-2.2,-0.4,0.1,-0.3,2.1,-6.1,-25.2,1.1,-3.9,6.4,-9.9
Cc1ccc(NC(=S)N2CCN(Cc3ccccc3)CC2)c(C)c1,2.5,1.6,4.8,0.2,-1.1,-5.3,9.0,-1.0,-14.3,-8.5,-2.0
CC(SCc1ccccc1)C(=O)Nc1ccc(F)cc1 (stereo unspecified),3.1,0.4,2.2,-3.0,0.1,-1.9,-5.8,0.2,-2.2,-8.7,-5.7
O=C(/C=C/c1ccc(Cl)cc1)c1cccnc1,0.0,0.2,1.8,0.6,1.9,-0.1,173.7,-2.7,-1.9,-0.1,-3.4
O=C(CSc1nc(=O)n2cc(Cl)ccc2n1)Nc1ccc2c(c1)OCO2,1.3,0.2,1.3,1.2,3.9,-6.4,1.3,1.7,2.9,-3.5,7.7
O=C(Cc1cccc(NC(=O)C2CCCN(C(=O)C3CC3)C2)c1)Nc1cccc(C(=O)N2CCCCC2)c1 (stereo unspecified),1.9,x,1.1,x,-1.5,-6.2,x,1.0,9.5,-7.0,-2.5
Cc1nn(CC(=O)NCC2CCCO2)c(=O)c2cc3ccccc3n12 (stereo unspecified),1.5,-2.3,0.0,2.9,1.5,-4.2,12.6,0.7,-10.1,-5.7,-12.7

# Quoted at random: two records from the list
SMILES,HTR5A ag,Ecoli viability,phage Ecoli inh,AddAB inh,DAGLB inh,PKA-R2B activ,Mot1-301 SUMO,CDK5 inh,Tat transport,HTR5A inv ag,PKA-R1A act
O=C(Cc1cccc(NC(=O)C2CCCN(C(=O)C3CC3)C2)c1)Nc1cccc(C(=O)N2CCCCC2)c1 (stereo unspecified),1.9,x,1.1,x,-1.5,-6.2,x,1.0,9.5,-7.0,-2.5
Cc1ccc(NC(=S)N2CCN(Cc3ccccc3)CC2)c(C)c1,2.5,1.6,4.8,0.2,-1.1,-5.3,9.0,-1.0,-14.3,-8.5,-2.0

# High-throughput results as filed in PubChem BioAssay.
